# From PubChem
# CR mimetic SO = yeast age-related superoxide inhibition as caloric restriction mimetic | superoxide response (% of plate mean), % at 10 µM | S. cerevisiae aged cells, superoxide DHE fluorescence; hits give low values | actives 0.18% (n = 330,000);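 active means superoxide response under a set limit, about three screen SD below normal, cut at about 65% in these data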;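 further: yeast aged for seven days with compound at 30 °C before DHE staining; 100% = average MFI of all compound-treated wells on the plate with controls excluded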
# Fam108B inh = counter-screen for RBBP9 inhibitors: inhibitors of mouse Fam108B | recombinant Fam108B, FP-Rh probe fluorescence polarization | inhibition, % at 9.51 µM | actives 0.33% (n = 300,000);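 active means inhibition above the screen mean inhibition plus 3 SD, computed separately per campaign, cut at about 18% in these data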;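 further: inhibitors lower polarization as less probe binds the enzyme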
# MEX-5 binding = C. elegans MEX-5 TCR-2 RNA binding activity. actives 0.38% (n = 300,000). activity score (negative = inhibition of binding), % at 10 µM. MEX-5/FITC-TCR2 RNA binding, fluorescence polarization; hits give low values;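 active means inhibition past about -25% in most replicates, and total fluorescence under double the plate's negative control median, limit read from the data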;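 further: 0% = DMSO and -100% = 5 µM competing unlabeled TCR2 RNA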
# Target sequence (Q9XUB2 whole entry, looked up): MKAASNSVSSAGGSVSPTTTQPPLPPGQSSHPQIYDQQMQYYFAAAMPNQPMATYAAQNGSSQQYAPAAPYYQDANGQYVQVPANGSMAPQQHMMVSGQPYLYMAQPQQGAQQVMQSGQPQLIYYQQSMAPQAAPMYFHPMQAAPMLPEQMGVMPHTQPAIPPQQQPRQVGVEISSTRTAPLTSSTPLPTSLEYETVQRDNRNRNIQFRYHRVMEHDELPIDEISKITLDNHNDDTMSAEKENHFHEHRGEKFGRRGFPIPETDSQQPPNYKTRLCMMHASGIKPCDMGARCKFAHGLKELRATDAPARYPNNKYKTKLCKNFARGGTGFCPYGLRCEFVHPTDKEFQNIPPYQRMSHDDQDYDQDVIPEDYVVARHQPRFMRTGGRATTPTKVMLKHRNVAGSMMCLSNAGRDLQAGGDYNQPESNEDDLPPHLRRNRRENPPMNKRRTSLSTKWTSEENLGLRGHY
# MCL1 BIM primary = disrupts human MCL1 binding to BIM-BH3 peptide; Q07820; GST-MCL1 / FITC-Bim-BH3 fluorescence polarization; inhibition, % at 10.9 µM; actives 0.68% (n = 320,000); AID 2057;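 active means inhibition above the mean inhibition of all tested compounds plus 3 SD, set per campaign, cut at about 40% in these data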;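 further: 0% = DMSO wells and 100% = unlabeled Bim-BH3 peptide control; higher means more loss of mP so more displacement of Bim peptide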
# ZTA DNA inh = counter-screen for EBNA-1 inhibitors: inhibitors of Epstein-Barr virus ZTA | P03206 | ZTA-DNA binding, fluorescence polarization | inhibition, % at 11 µM | actives 0.15% (n = 320,000) | AID 2234; in the data active means inhibition above about 33%
# Efflux pump inh = antifungal efflux pump inhibition, Nile Red retention. inhibition, % at 10 µM. actives 0.44% (n = 330,000). S. cerevisiae Candida pump triplex;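 active means plate passing quality check with inhibition over a set limit, or well fluorescence over plate mean plus 4 SD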;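 further: Nile Red retained in pooled yeast measured as flow cytometry median fluorescence; 0% = buffer negative control and 100% = Enniatin B positive control; higher means more Nile Red kept so more efflux inhibition; some compounds called inactive have numbers as strong as hits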
# EBNA-1 inhibitor = blocks EBNA-1 binding to DNA; EBNA-1 DNA binding, fluorescence polarization; inhibition, % at 14.8 µM; actives 0.34% (n = 300,000); in the data active means inhibition above about 28%
# GLD-1 TGE inh = GLD-1-TGE RNA interaction inhibition (C. elegans) | Q17339 | purified GLD-1 + fluorescein TGE RNA, fluorescence polarization | inhibition, % at 5.96 µM | actives 0.44% (n = 320,000) | AID 2280;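 active means percent inhibition above a per-plate cutoff, the plate mean of test compounds plus 3 SD, cut at about 30% in these data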;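 further: 0% = DMSO wells with GLD-1 and probe and 100% = wells lacking GLD-1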
# Target sequence (Q17339 whole entry, looked up): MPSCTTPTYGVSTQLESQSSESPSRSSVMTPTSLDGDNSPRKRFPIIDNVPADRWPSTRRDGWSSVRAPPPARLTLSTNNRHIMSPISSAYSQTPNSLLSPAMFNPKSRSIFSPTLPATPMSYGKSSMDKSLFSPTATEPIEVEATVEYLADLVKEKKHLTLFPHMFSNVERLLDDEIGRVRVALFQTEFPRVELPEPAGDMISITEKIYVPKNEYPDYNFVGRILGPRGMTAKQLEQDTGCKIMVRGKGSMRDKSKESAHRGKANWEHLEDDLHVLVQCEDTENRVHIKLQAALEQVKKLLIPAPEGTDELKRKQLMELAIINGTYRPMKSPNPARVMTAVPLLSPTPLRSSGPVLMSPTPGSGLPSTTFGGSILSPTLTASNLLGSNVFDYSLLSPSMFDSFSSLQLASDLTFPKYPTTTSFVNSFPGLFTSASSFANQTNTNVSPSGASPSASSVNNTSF
# Bcl-xL primary = Bcl-xL (human) inhibition; GST-Bcl-xL / FITC-Bim BH3 peptide fluorescence polarization; inhibition, % at 10.9 µM; Q07817; actives 0.7% (n = 320,000);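 active means inhibition above the mean of all tested compounds plus 3 SD, cutoff set per campaign, cut at about 30% in these data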;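 further: 0% = DMSO wells and 100% = unlabeled Bim-BH3 peptide competitor; inhibitors lower millipolarization by displacing the labeled peptide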
# Active calls of the source: *; i = inactive; nt = not tested or not shown. Some of the compounds tested; the hit share may differ from the screen's.
SMILES,CR mimetic SO,Fam108B inh,MEX-5 binding,MCL1 BIM primary,ZTA DNA inh,Efflux pump inh,EBNA-1 inhibitor,GLD-1 TGE inh,Bcl-xL primary
CCOc1ccc(N=Cc2c(O)n(-c3cc(C)cc(C)c3)c(=O)[nH]c2=O)cc1,100.9,1.7,-0.4,2.1,-0.3,0.2,-2.8,5.1,5.9
O=C(O)c1cccc2c1NC(C(=O)O)C1CC(Sc3ccccc3[N+](=O)[O-])C(Cl)C21 (configuration not stated),112.7,74.8*,nt,99.6*,109.5*,0.1,35.4*,14.2,61.8*
O=C1NC(=O)N(c2ccccc2)C(=O)/C1=C\c1ccccc1[N+](=O)[O-],99.6,7.1,0.1,6.5,2.4,-0.1,-0.2,-0.2,6.4
O=c1[nH]c2ccccc2c(=O)n1-c1ccc(Cl)cc1Cl,97.6,-3.1,0.6,6.9,34.9*,0.0,2.9,-0.8,1.5
CCCCC(=O)N/N=C/c1c(O)n(CCC2=CCCCC2)c(=O)[nH]c1=O,107.7,0.5,1.8,10.7,3.8,0.3,1.8,-4.4,-4.7
CCOC(=O)[C@@]1(C#N)[C@@H]2C=CC(C(N)=O)=CN2[C@@H](C(N)=O)[C@@H]1c1cccc(Cl)c1,80.1,3.5,-10.0,27.0,17.1,-0.4,12.7,20.9,37.7*
CN1C(=O)COc2c(C(=O)NC3CN4CCC3CC4)cc(Cl)cc21 (configuration not stated),112.8,-0.3,-1.4,4.7,-8.9,0.1,-8.6,4.7,0.0
COc1cc(CN2CCN(C(=O)Cc3ccccc3)CC2)cc(OC)c1OC,100.8,1.2,0.8,6.0,-3.4,-0.2,1.6,0.5,11.5
COC(=O)CC1(CC(=O)OC)C(=O)NC(=O)NC1=O,103.1,1.1,4.1,-2.4,-5.4,0.1,-4.7,-0.3,4.0
CCOP(=O)(OCC)C(CC)N1CCOCC1 (configuration not stated),105.6,-2.9,-2.4,-8.6,8.7,-0.1,3.3,4.8,1.0
Cc1n[nH]c(C)c1CCN,103.6,0.0,5.4,8.5,-10.3,0.1,-1.2,-1.9,2.9
CN1CCN(c2ccc([N+](=O)[O-])cc2Cl)CC1,102.2,-0.4,-2.5,4.4,-2.6,-0.2,6.3,-3.6,3.5
Fc1ccc(NC2=NCCS2)cc1Cl,120.3,2.6,1.5,10.2,-9.7,0.3,-2.4,-0.1,5.6
CCC(=O)Nc1ccccc1,101.4,-3.1,0.6,7.5,5.2,-0.2,9.4,4.5,3.4
Clc1cccc(Cl)c1CN1CCN(c2ccccc2)CC1,90.4,-1.2,0.8,7.2,5.6,0.0,4.4,0.2,1.6
COc1ccc(S(=O)(=O)Cc2ccc(C(=O)N3CCC4(CC3)OCCO4)o2)cc1,81.3,-1.0,0.0,6.2,10.5,0.1,-4.0,4.9,2.8
Cc1cc(O)c2c(C)c(CC(=O)N3C[C@H]4C[C@@H](C3)c3cccc(=O)n3C4)c(=O)oc2c1,83.7,1.1,-0.1,5.0,0.2,-0.1,5.9,1.7,5.8
CCC(CC)C1C(C#N)=C(N)Oc2c1c(=O)oc1ccccc21 (configuration not stated),107.0,-5.3,-0.9,-0.3,11.9,0.0,6.6,-1.0,7.1
CCCCn1c(=O)c(C(=O)NCc2ccccc2OC)c(O)c2ccccc21,102.4,-5.5,-0.1,-1.6,19.2,-0.1,11.3,2.0,-0.1
Cc1ccccc1NS(=O)(=O)c1ccc(OCC(=O)N2CCN(C)CC2)cc1,121.0,-4.8,-1.3,-10.4,-1.0,-1.3,8.4,5.1,2.4
CCCNc1nc(OC)nc(N2CC3CC(C2)c2cccc(=O)n2C3)n1 (configuration not stated),100.5,-3.6,nt,3.3,17.0,-0.1,8.8,4.1,4.5
Cc1ccc(CN2CCCN(Cc3ccc(C)cc3)S2(=O)=O)cc1,99.1,-0.5,-1.2,-1.6,1.7,0.2,-9.2,2.2,4.0
CCCCn1c(O)c(C(CC)=NCCCn2ccnc2)c(=O)[nH]c1=O,95.9,3.2,1.2,11.7,-4.2,0.2,-14.2,2.2,3.6
Cc1cc(Br)c(NC(=O)CN2CC=C(c3ccccc3)CC2)c(Br)c1,98.0,0.0,2.5,-9.1,1.0,0.0,-3.1,-2.2,-6.7
CCc1c(C)nc(N)nc1N1N=C1SC,115.5,1.7,-1.1,1.1,11.5,-0.1,14.9,3.6,2.0
CCC(CO)(C(=O)OC1C[N+]2(C)CCC1CC2)c1ccccc1 (configuration not stated),116.5,-3.6,-0.5,-16.8,-11.5,0.0,11.8,1.9,-10.7
O=C(C[N+]12CCN(CC1)CC2)NCCc1ccc(Cl)cc1Cl,99.7,-0.9,1.4,4.0,1.2,0.0,-15.3,4.2,4.8
CCOC(=O)C(NC(=O)CC)(Nc1ccc(C(O)(C(=O)OCC)C(F)(F)F)cc1C)C(F)(F)F (configuration not stated),97.5,-4.7,0.5,10.4,5.6,0.0,22.1,-0.8,13.6
C[N+]12CCC(CC1)C(C(O)(c1ccccc1)c1cccs1)C2 (configuration not stated),105.7,1.1,-2.9,-20.9,-5.8,-0.1,-0.3,3.0,-8.7
COc1ccc(CCNC(C)CCc2ccc(OC)cc2)cc1 (configuration not stated),105.0,1.1,0.2,-11.1,-4.7,0.3,-10.2,4.6,-3.5
CCCCn1c(NS(=O)(=O)c2ccc(C)cc2)c(C(=O)OCC)c2nc3ccccc3nc21,87.4,2.6,-0.3,-1.1,12.3,0.0,3.4,1.0,0.9
CC(=NCc1ccco1)c1c(O)n(-c2ccc(Cl)cc2)c(=O)[nH]c1=O,i,3.2,-0.2,-2.2,-9.2,0.0,11.2,6.4,-2.8
Cc1ccc(-n2c(O)c(C=Nc3ccc(S(=O)(=O)N(C)C)cc3)c(=O)[nH]c2=O)cc1,112.4,-1.6,-1.4,-27.6,11.1,-0.1,7.2,-18.4,-16.8
CC(C)NCC(O)c1ccc(C2CCCC2)cc1 (configuration not stated),109.5,-1.3,-2.6,0.7,-1.9,0.4,-0.1,-2.8,1.7
Cc1sc2ncn(CC(=O)NCC(=O)N3CCC4(CC3)OCCO4)c(=O)c2c1C,106.3,-4.6,0.3,7.7,5.2,0.2,-4.9,0.4,6.3
O/N=C1/C(=C\c2ccccc2)N2CCC1CC2,87.2,-1.4,-1.0,2.8,3.1,-0.1,-10.3,6.8,2.2
Cc1cc(OCC(=O)NCC(O)c2ccccc2)c2c3c(c(=O)oc2c1)CCCC3 (configuration not stated),92.4,-1.7,0.4,-10.5,-25.6,0.3,-3.5,-1.2,0.8
Nc1c(Br)cc([N+](=O)[O-])cc1[N+](=O)[O-],145.4,nt,nt,1.6,0.4,0.2,nt,-2.3,2.0
O=P(CN1CCN(c2ccccc2)CC1)(N1CCCCC1)N1CCCCC1,96.2,1.6,1.4,4.2,5.9,0.1,2.6,-0.9,4.0
Cc1cc(OC(=O)CCCNC(=O)OC(C)(C)C)c2c3c(c(=O)oc2c1)CCC3,92.3,0.1,0.3,1.3,26.5,-0.1,4.2,1.1,3.6
O=C(c1cc(-c2ccccc2)nc2ccccc12)N1CCC2(CC1)OCCO2,99.8,0.8,nt,4.7,2.9,-3.4,-2.0,0.1,1.1
CCOP(=O)(CN(CC)CCNP(=O)(OCC)OCC)OCC,104.0,-0.3,-2.3,0.3,-6.2,0.1,-2.9,7.8,2.6
NC(=O)c1cc(N2CC2)c([N+](=O)[O-])cc1[N+](=O)[O-],106.5,-1.0,0.9,-1.9,4.0,-0.1,9.7,1.5,3.4
CCOc1ccc(NC(=O)c2c(O)[nH]c(=O)[nH]c2=O)cc1,nt,0.1,-1.7,3.2,14.2,nt,3.5,11.8,5.3
CCCCOC(=O)COc1cc(C)cc2oc(=O)c3c(c12)CCC3,101.5,-1.4,1.7,6.2,20.0,-0.1,1.8,1.2,2.8

# Filtered by structure: those above containing a nitro group on carbon.
SMILES,CR mimetic SO,Fam108B inh,MEX-5 binding,MCL1 BIM primary,ZTA DNA inh,Efflux pump inh,EBNA-1 inhibitor,GLD-1 TGE inh,Bcl-xL primary
O=C(O)c1cccc2c1NC(C(=O)O)C1CC(Sc3ccccc3[N+](=O)[O-])C(Cl)C21 (configuration not stated),112.7,74.8*,nt,99.6*,109.5*,0.1,35.4*,14.2,61.8*
O=C1NC(=O)N(c2ccccc2)C(=O)/C1=C\c1ccccc1[N+](=O)[O-],99.6,7.1,0.1,6.5,2.4,-0.1,-0.2,-0.2,6.4
CN1CCN(c2ccc([N+](=O)[O-])cc2Cl)CC1,102.2,-0.4,-2.5,4.4,-2.6,-0.2,6.3,-3.6,3.5
Nc1c(Br)cc([N+](=O)[O-])cc1[N+](=O)[O-],145.4,nt,nt,1.6,0.4,0.2,nt,-2.3,2.0
NC(=O)c1cc(N2CC2)c([N+](=O)[O-])cc1[N+](=O)[O-],106.5,-1.0,0.9,-1.9,4.0,-0.1,9.7,1.5,3.4

# Remaining list, next part:
SMILES,CR mimetic SO,Fam108B inh,MEX-5 binding,MCL1 BIM primary,ZTA DNA inh,Efflux pump inh,EBNA-1 inhibitor,GLD-1 TGE inh,Bcl-xL primary
O=C(O)C1C2CCC(O2)C1C(=O)NC1CCCCC1 (configuration not stated),78.8,2.7,-1.6,0.4,-9.8,-0.6,2.9,2.1,3.8
O=P(Oc1ccccc1)(Oc1ccccc1)C(O)c1ccc(Cl)cc1 (configuration not stated),111.7,1.2,0.6,7.1,5.2,0.0,3.3,2.7,5.6
O=c1c2ccccc2nc(-c2ccoc2)n1-c1ccccc1,86.4,-3.9,0.8,3.3,-9.1,0.1,4.0,2.7,-3.2
COc1cc(C(=O)OC2C[C@H]3CC[C@@H](C2)N3)ccc1O (some centres not stated),120.2,-7.7,-2.8,5.0,1.1,-0.2,16.0,-1.5,6.1
COc1ccc(CC2C(=O)N(C)C(=O)N(C)C2=O)c(OC)c1,107.8,-3.1,3.2,13.7,-0.1,0.3,-0.6,15.5,19.0
CC(C)OC(=O)c1c(N)n(CC2CCCO2)c2nc3ccccc3nc12 (configuration not stated),97.2,-0.7,-0.1,-3.4,8.6,0.0,-2.2,-0.2,4.7
COc1ccc(CN2CCCC(C(=O)c3ccc(Cl)cc3)C2)c(OC)c1 (configuration not stated),90.7,-1.9,1.4,15.5,8.8,0.0,16.6,-1.7,7.1
O=c1c2ccccc2nc(N2CCCC2)n1-c1ccccc1,111.1,0.2,2.1,-1.7,-7.5,0.1,-5.8,1.9,-1.2
COC(=O)C(O)(c1ccc(N(C)C(=O)COc2ccccc2)cc1)C(F)(F)F (configuration not stated),104.5,-6.8,2.0,-2.9,-17.5,0.1,-8.1,1.1,3.9
C=CCn1c(O)c(C=NCCN2CCNCC2)c(=O)[nH]c1=O,97.6,-1.3,-0.6,5.9,7.8,0.3,1.8,-1.9,3.6
CNC(=O)c1cccn(Cc2ccc(C(F)(F)F)cc2)c1=O,96.1,-2.2,-0.1,-1.3,-12.0,-0.1,-6.3,8.4,0.8
O=C(c1cc2ccccc2oc1=O)N1CCC2(CC1)OCCO2,100.1,0.6,1.0,-6.8,0.1,-0.1,5.4,3.1,-2.2
CCC(C#N)(CC)P(=S)(c1ccccc1)c1ccccc1,79.7,-2.1,2.1,7.4,-10.7,-0.1,-2.2,8.9,3.6
CC(C)OCCCNC(=O)c1c(N)n(Cc2cccs2)c2nc3ccccc3nc12,106.8,18.8*,-1.3,-3.3,7.1,0.0,2.1,2.3,4.7
CCN(CC)S(=O)(=O)c1ccc(C)c(NCC(=O)Nc2ccc(C#N)c(Cl)c2)c1,74.0,3.0,-0.3,3.6,-1.0,-0.1,1.4,0.3,10.8
